CXCR6 inh: CXCR6 (human) receptor inhibition. O00574. CHO-K1 PathHunter CXCR6 beta-arrestin, luminescence. inhibition, % at 20 µM. 0.36% of 360,000 active; in the data active = inhibition above about 34%, passing the limit was not always enough;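 also: antagonist mode with CXCL16 agonist at 10 nM final; 0% = 10 nM CXCL16 with DMSO and 100% = unstimulated wells without agonist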
tim23-1 inh: tim23-1 yeast growth inhibition | S. cerevisiae tim23-1 growth, BacTiter-Glo luminescence, 24 h | inhibition, % at 20 µM | 1.3% of 330,000 active | AID 463212;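 active = growth inhibition of the mutant yeast at or above 50%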;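 also: temperature-sensitive mutant grown at 25 °C; plate controls were DMSO-treated mutant yeast for no effect and medium wells lacking yeast for full effect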
CHOP UPR activ: activators of apoptotic arm of unfolded protein response (CHOP) | CHO-CHOP luciferase reporter, UPR activation, luminescence; percent of tunicamycin response over DMSO baseline | activation, % at 10 µM | 0.34% of 330,000 active | AID 449763;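 active = at 10 µM dose, activation of 40% or more, normalized to positive control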;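 also: 100% = tunicamycin at 10 µg/mL and 0% = DMSO alone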
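Material: CHO-CHOP cells, stable luciferase reporter of PERK-eIF2a-CHOP signalling; quantity: 500 reporter cells seeded per well; buffer or medium: F12 medium containing 10% fetal bovine serum; compound: one dose, 10 µM in 0.5% DMSO; incubation: 6 h compound treatment, 37 °C; measured by: Steady-Glo luciferase luminescence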
CCR6 antag: antagonists of human CCR6 receptor | CHO-K1 CCR6 PathHunter beta-arrestin, luminescence, CCL20-stimulated | inhibition, % at 20 µM | 0.49% of 340,000 active;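 active = compounds whose inhibition of the agonist-driven luminescence signal at 20 µM reaches about 50%, limit read from the data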;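 also: cells stimulated with CCL20 at 14 nM final; plate controls were DMSO with CCL20 for no effect and DMSO without agonist for full effect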
Target sequence (P51684 whole entry, looked up): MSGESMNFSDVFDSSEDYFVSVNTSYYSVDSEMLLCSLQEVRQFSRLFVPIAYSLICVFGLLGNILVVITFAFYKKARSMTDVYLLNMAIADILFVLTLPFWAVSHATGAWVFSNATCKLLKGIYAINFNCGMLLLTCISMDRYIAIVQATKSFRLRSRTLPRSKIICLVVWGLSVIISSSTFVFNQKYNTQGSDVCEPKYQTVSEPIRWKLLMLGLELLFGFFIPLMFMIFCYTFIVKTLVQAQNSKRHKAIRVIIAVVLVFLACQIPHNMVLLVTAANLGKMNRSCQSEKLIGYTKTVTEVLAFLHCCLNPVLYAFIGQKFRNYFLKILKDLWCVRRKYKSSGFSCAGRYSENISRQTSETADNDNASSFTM
APJ antag: blocks the human apelin receptor APJ; 0.32% of 330,000 active; CHO-K1 APJ beta-arrestin complementation, luminescence; inhibition, % at 20 µM; P35414; AID 2521;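 active = inhibition above about 40% at 20 µM, limit read from the data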;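 also: cells challenged with 10 nM apelin-13 agonist together with compound; plate controls were apelin-13 plus DMSO wells for no effect and DMSO wells lacking apelin-13 for full effect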
Mdm2-MdmX inh: human Mdm2/MdmX binding inhibition. SaOS-2 split-luciferase Mdm2/MdmX complementation, luminescence. inhibition, % at 8 µM. 3% of 330,000 active. O15151+Q00987;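 active = inhibition of at least 50% at 8 µM in the primary screen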
APJ ag: activates the human apelin receptor APJ; CHO-K1 APJ PathHunter beta-arrestin, luminescence; 0% DMSO wells, 100% apelin; P35414; activation, % at 20 µM; 0.11% of 330,000 active;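 active = activation more than six SD over the plate average, tested at 20 µM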;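 also: 0% = DMSO alone and 100% = apelin-13 at 10 nM; some results filed as inactive read as strong as hits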
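Assay system – PathHunter CHO-K1 APJ (AGTRL-1) beta-arrestin reporter cells · Compound – one dose, 20 µM compound, 1% DMSO · Timing – compound 90 min 25 °C, reagent 1 h · Measured by – luminescence from split beta-galactosidase complementation, Galacton Star/Emerald II substrate · Measure – beta-arrestin recruitment to APJ as agonist activity, luminescent signal · Benchmarks – DMSO vs Apelin-13 10 nM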
UPR XBP1 act: adaptive UPR (XBP1) activation. CHO-XBP1 luciferase reporter, IRE1-XBP1 UPR activation, luminescence; percent of tunicamycin response, DMSO as zero. AID 463104. 0.33% of 330,000 active. activation, % at 20 µM;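 active = versus positive control, 20 µM dose yields 30% or more activation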;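 also: 100% = tunicamycin at 10 µg/mL and 0% = DMSO only wells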
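Material: CHO-XBP1 cells stably carrying IRE1-XBP1-driven luciferase reporter / Amount: 1000 cells per well / Compound: 20 µM, 1% DMSO / Times: 6 h treatment, 37 °C / Detection: luciferase luminescence / Measure: % activation of reporter signal versus tunicamycin and DMSO controls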
EBI2 block: antagonists of human EBI2 receptor | EBI2 beta-arrestin recruitment, luminescence, 7a,25-OHC stimulated | inhibition, % at 5 µM | 0.81% of 360,000 active | AID 651636; in the data active = inhibition above about 38%;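 also: enzyme fragment complementation signal reports receptor beta-arrestin coupling in cells; 0% = agonist plus DMSO wells and 100% = wells without agonist; some results beyond the cut were filed as inactive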
Target sequence (P32249 whole entry, looked up, the tested form may be a part): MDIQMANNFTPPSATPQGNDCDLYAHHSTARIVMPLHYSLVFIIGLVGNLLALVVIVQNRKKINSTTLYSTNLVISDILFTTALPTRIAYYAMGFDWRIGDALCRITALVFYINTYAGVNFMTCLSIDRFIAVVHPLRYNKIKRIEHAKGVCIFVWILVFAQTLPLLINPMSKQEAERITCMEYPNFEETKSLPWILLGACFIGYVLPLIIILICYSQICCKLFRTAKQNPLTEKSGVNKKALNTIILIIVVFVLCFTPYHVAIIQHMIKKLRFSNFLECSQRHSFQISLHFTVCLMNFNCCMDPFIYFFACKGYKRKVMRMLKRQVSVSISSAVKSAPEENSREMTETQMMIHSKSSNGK
Active calls of the source: *; / = not tested or not shown. Only part of the results is shown. The share of hits here may be higher or lower than overall.

mol	CXCR6 inh	tim23-1 inh	CHOP UPR activ	CCR6 antag	APJ antag	Mdm2-MdmX inh	APJ ag	UPR XBP1 act	EBI2 block
CC(C)(C)SCCNC(=O)CSc1ccccc1	1.8	4.4	0.2	-3.5	-1.5	2.4	-3.1	-0.2	-7.4
COCCn1c(SCC(=O)Nc2ccc(F)cc2)nc2ccccc2c1=O	0.4	7.6	0.1	-0.1	-15.3	0.0	1.1	-2.0	1.4
O=C(C[C@@H]1C/C=C\CCC(=O)O[C@H](c2ccccc2)CNC1=O)N[C@H](CO)Cc1ccccc1	-5.1	-7.3	0.3	2.2	11.9	-20.7	-1.6	-2.9	-3.5
O=C(N/N=C/c1cccc(O)c1)N/N=C/c1cccc(O)c1	-9.2	14.4	-1.4	-0.8	-1.5	14.1	2.4	-5.7	-12.2
COc1ccc(C(CC(=O)c2ccc(C)cc2)C(C#N)C#N)cc1OC (stereo not given)	16.3	41.5	2.0	10.8	3.7	55.7*	2.5	0.7	-6.1
CC(C)c1csc(CN2CCC(CCC(=O)NCC3CCCO3)CC2)n1 (stereo not given)	4.8	4.8	-0.8	-14.5	-20.7	-18.1	8.4	-3.8	16.4
Cc1ccc(C)c(OCCC(=O)Nc2cccc(S(=O)(=O)N3CCCC3)c2)c1	0.0	8.7	-1.7	1.2	-13.4	2.0	6.9	-5.2	1.9
Cc1nn(C)c(C(=O)NNC(=S)NCc2ccco2)c1Cl	12.9	-26.0	-2.3	6.6	21.5	-29.5	-1.2	0.6	8.4
CCOC(=O)C1CCN(c2c(C(=O)c3ccccc3)cnc3ccc(CC)cc23)CC1	6.9	12.1	1.2	22.2	10.8	18.1	-6.5	-3.4	9.9
O=C(Cc1ccc(Cl)cc1)Nc1ccc2oc(=O)ccc2c1	-13.7	16.2	1.1	15.6	-15.4	10.2	-5.0	-2.3	2.6
Cc1sc(NC(=O)c2ccco2)c(C(=O)c2ccc(Cl)cc2)c1C	6.2	16.3	0.2	9.1	2.9	20.5	-10.0	-2.4	15.5
CC1(C)C[C@H]2C3=CCC4[C@@]5(C)CC[C@H](O)[C@](C)(CO)C5CC[C@@]4(C)[C@]3(C)CC[C@@]2(C)[C@H](O)[C@@H]1O (stereo not given in full)	5.0	2.5	0.7	9.1	-3.3	86.9*	-0.2	3.5	-12.6
CC(=O)Nc1cccc(-c2cc(-c3c(Cl)cccc3Cl)no2)c1	-2.4	61.4*	1.0	0.2	18.6	13.9	-2.4	0.0	0.6
CN(C)S(=O)(=O)c1cccc(C(=O)OCC(=O)Nc2ccccc2OC(F)F)c1	-5.1	6.5	-2.0	-13.5	4.1	-5.7	-3.9	-1.0	-1.0
COCCNCCOCCOc1cccc(OC)c1	4.1	6.2	-3.5	19.9	-1.0	14.5	-3.9	-0.8	-1.5
O=C(N/N=C/c1ccc(F)cc1)c1cccc(NC(=O)c2ccc(F)cc2)c1	-11.3	2.2	4.0	-1.7	-11.1	-2.6	6.5	5.2	-0.8
Cc1ccccc1OCCSc1nc2ncnc(N)c2[nH]1	-8.6	-2.8	0.3	-1.7	6.5	6.1	1.0	1.1	0.7
CCCCNC(=O)N1CCN(Cc2cccc(F)c2)CC1	-3.1	3.5	0.2	-6.8	3.3	-5.9	-2.8	4.0	5.6
C[C@H](OC(=O)NCc1ccc(C(F)(F)F)cc1)[C@@H]1O[C@@]2(C)CCC[C@@H]1O2	-9.9	1.1	-2.3	1.8	1.6	4.9	-3.7	-1.2	4.5
CCOC(=O)C1CCCN(C(=O)C(=O)c2cn(CC(=O)N3CCOCC3)c3ccccc23)C1 (stereo not given)	0.1	11.1	0.7	-3.3	-14.6	22.2	3.3	-1.5	-7.8
Nc1nc(SCC(=O)N2CCCC2)[nH]c(=O)c1NC(=O)c1ccco1	-6.7	18.5	-0.6	-0.6	4.4	-28.4	2.4	-1.1	2.5
CC1=C(C(=O)Nc2ccccc2F)C(c2cccs2)C2=C(CCCC2=O)N1 (stereo not given)	-6.7	6.0	0.2	13.0	13.2	8.0	-2.7	0.0	-4.5
Cc1ccccc1S(=O)(=O)Cc1ccc(C(=O)NC2CC2)o1	-7.8	2.0	4.1	7.9	4.9	-9.5	-4.8	-5.5	-4.3
CC(=O)Nc1cc(NC(C)=O)cc(C(=O)OCC(=O)Nc2ccc(S(=O)(=O)NC3=NCCCCC3)cc2)c1	8.4	15.4	-1.4	-6.9	10.4	14.5	-0.8	0.0	-30.7
Cc1cccc(C)c1NC(=O)CSc1nnc(-c2ccoc2C)n1C	-0.1	1.1	1.2	5.4	2.1	14.8	-4.5	-1.6	-3.3

Part of the list above, with values under each structure:
Second line of a record: CXCR6 inh, tim23-1 inh, CHOP UPR activ, CCR6 antag, APJ antag, Mdm2-MdmX inh, APJ ag, UPR XBP1 act, EBI2 block
CCOC(=O)C1CCN(c2c(C(=O)c3ccccc3)cnc3ccc(CC)cc23)CC1
    6.9, 12.1, 1.2, 22.2, 10.8, 18.1, -6.5, -3.4, 9.9
CC1=C(C(=O)Nc2ccccc2F)C(c2cccs2)C2=C(CCCC2=O)N1 (stereo not given)
    -6.7, 6.0, 0.2, 13.0, 13.2, 8.0, -2.7, 0.0, -4.5

Next section
mol	CXCR6 inh	tim23-1 inh	CHOP UPR activ	CCR6 antag	APJ antag	Mdm2-MdmX inh	APJ ag	UPR XBP1 act	EBI2 block
C=CCSc1nccc(-c2cc(Cl)sc2Cl)n1	-9.3	14.5	1.5	11.4	5.8	4.8	-3.1	2.5	-0.7
O=C(CSc1nnc(CNC(=O)c2c(F)cccc2Cl)o1)NCc1ccc(F)cc1	-1.9	7.3	-2.9	4.8	17.3	-8.4	0.4	-8.7	-1.6
COc1ccc(-c2cc(C(F)F)n3ncc(C(=O)N4CCN5CCCC5C4)c3n2)cc1 (stereo not given)	2.6	-1.3	3.2	-2.6	12.3	4.9	-3.4	7.6	-1.0
O=C(Nc1ccc(N2CCCC2)cc1)c1ccccc1[N+](=O)[O-]	-6.5	0.7	5.6	12.7	3.9	-9.6	-1.2	-4.0	-6.1
CCc1ccccc1NC(=O)NNS(=O)(=O)c1cc(C)ccc1C	5.8	6.9	-0.5	1.0	-1.1	-3.1	4.0	-8.6	-3.7
CCC(C(=O)OCC(=O)Nc1cc(OC)ccc1OC)c1ccccc1 (stereo not given)	12.8	7.2	1.9	3.0	-11.9	9.7	-1.1	-5.3	3.5
N#C/C(=C\c1ccncc1)C(N)=O	2.7	7.3	-1.5	7.8	-2.6	1.1	-2.0	2.5	-2.6
CCSc1nc2ccccc2n1C(=O)/C=C/c1ccc(OC)c(OC)c1	18.2	50.8*	2.8	48.4	15.2	99.6*	1.8	-2.2	33.3
Cc1cc2nc(CCN(Cc3cccnc3)C(=S)Nc3ccccc3)[nH]c2cc1C	4.2	-11.2	-1.8	14.1	8.8	1.6	-0.8	-3.0	4.4
CCc1nc(SCc2ccc(OC)cc2)n[nH]1	6.9	7.3	6.1	3.0	17.9	1.3	-2.8	0.6	2.4
CCN(CC(=O)Nc1ccc(OC)cc1)CC(=O)Nc1ccc2c(c1)OCO2	11.1	-5.4	-0.1	-4.2	1.6	2.4	0.8	-2.0	-8.9
COc1cc(N=Nc2c(O)c3ccccc3[nH]c2=O)c(OC)cc1N=Nc1ccccc1	-9.4	5.2	29.9	5.0	-28.2	31.9	1.1	1.9	-43.0
CCOC(=O)c1ccc(NC(=O)N2CCN(c3ccccn3)CC2)cc1	-1.5	27.4	-0.1	6.3	-7.7	11.2	1.7	-1.9	-3.0
O=C(COc1c(F)c(F)cc(F)c1F)NC(=O)NC1CCCC1	0.1	28.1	0.7	8.3	-2.4	-12.4	-3.0	-1.6	-7.4
Cc1cc(C(=O)COC(=O)[C@H](C)NC(=O)c2ccco2)c(C)n1Cc1ccco1	5.8	2.4	0.2	14.2	-29.6	18.5	-1.7	-3.2	-8.8
O=C(Nc1cc(C(F)(F)F)ccc1-n1cncn1)c1ccc(Br)cc1	-1.2	17.5	0.5	-7.0	24.1	7.1	0.2	0.2	7.2
C=CCn1c(SCC(=O)c2ccc(O)c(O)c2)nnc1-c1ccccc1OC	5.9	6.1	6.6	9.9	-12.8	1.3	-1.4	1.0	1.5
O=c1cnn(Cc2ccc(F)cc2)c2ccccc12	1.9	-5.2	1.8	0.0	20.6	4.4	-0.9	-0.8	2.5
O=C1OCC2=C1C(c1ccc(F)cc1)CC(=O)N2c1ccc(F)cc1 (stereo not given)	-2.3	15.4	1.3	/	-18.7	5.6	2.3	-0.7	7.9
COc1ccc(/C=N/n2cnn(Cc3ccccc3Cl)c2=S)cc1OC	-3.4	30.9	1.2	15.3	-19.7	-7.2	-1.6	-1.4	1.7
O=C(OCC1OC2OC3(CCCCC3)OC2C2OC3(CCCCC3)OC12)c1ccccc1 (stereo not given)	-0.5	17.7	1.6	18.8	-5.3	3.5	-3.3	-2.4	-0.6
Cc1ccc(-n2c(Cc3cccn3C)nnc2SCC(=O)Nc2cc(C)on2)cc1	0.6	23.6	0.1	4.2	-7.1	-4.2	-2.7	0.8	-1.6
C/C(=N\NC(=O)CCc1ccccc1)C1C(=O)c2ccccc2C1=O	11.7	-1.6	0.4	35.9	20.0	30.6	-2.8	-0.3	-7.7
CCSc1nnc(NC(=O)CCc2ccccc2)s1	11.9	-4.5	-0.2	-5.8	9.8	-21.2	-4.4	2.4	-1.7
CCOC(=O)/C=C(\C)N1N=C(c2ccccc2)CC1c1ccccc1 (stereo not given)	-2.8	23.3	3.7	9.1	16.0	-36.4	-3.8	1.2	0.1

Compound activity from PubChem BioAssay.
